# Screening results: PubChem BioAssay, several laboratories
# Myeloid diff 2 = induction of myeloid progenitor differentiation, primary screen, cell-based, flow cytometry, MLPCN library; ER-HoxA9 myeloid progenitors, lysozyme-GFP differentiation; calls only at 10 µM; actives 1% (n = 360,000); AID 624256, 2012;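 active = normalized GFP-positive differentiation at or above the plate's own cutoff, the solvent-only control mean plus 3 SD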;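 note: cells exposed to compound for four days before flow analysis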
# MT stabilize HCS = microtubule stabilizers in HeLa cells, primary screen, imaging, high-content imaging; HeLa tubulin immunostaining HCS, 24 h; share of cells brighter than vehicle mean+2SD; % tubulin-high responders, % at 10 µM; actives 0.83% (n = 200,000); AID 2205, 2009;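 active = plate Z-score above 3 for both tubulin-high and condensed-nucleus cell shares, with cell loss under 80%, at 10 µM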;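 note: anti alpha tubulin signal scored within the nucleus-defined area of each cell; some results filed as inactive read as strong as hits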
# b-catenin transl = modulators of beta-catenin nuclear translocation, primary screen, imaging, HeLa cells, immunofluorescence, high-content; nuclear translocation activity, % at 5 µM; actives 0.3% (n = 190,000);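 active = nuclear translocation activity above 50% at 5 µM, with a well cell count of 50 or more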;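 note: per-cell ratio of nuclear to cytoplasmic median beta-catenin stain intensity; plate controls were DMSO negative control for no effect and GSK-3 inhibitor IX positive control for full effect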
#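 System: HeLa cells, endogenous beta-catenin; compound dosing: 5 µM primary single dose, 0.1% DMSO, 0.02–20 µM confirmation series; incubation: 24 h compound exposure at 37°C, 5% CO2; signal: beta-catenin immunofluorescence imaging with DAPI; evaluation: % activation, nuclear-to-cytoplasmic median beta-catenin signal ratio per cell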
# Dynein transport = inhibitors of GR-EGFP nuclear translocation, primary screen, dynein cargo transport inhibitor project, imaging, high-content, 3617.4 mouse cells; test concentration mostly 20 µM; stimulated with dexamethasone, 1 µM; stronger effect = lower value; AID 1381, 2008; z-score, hits read low; actives 0.47% (n = 220,000);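 active = plate z-score of nuclear minus cytoplasmic receptor signal below a set negative limit, without overly bright fluorescence or cell loss, cut at about -3.5 in these data, passing the limit was not always enough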;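 note: z-score of nuclear minus cytoplasmic ring GR-EGFP intensity difference per well; some compounds called inactive have numbers as strong as hits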
#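 Buffer or medium: tet-free medium with charcoal-stripped serum / Also added: dexamethasone agonist, 1.0 µM final, for 30 min / Timing: induction 48 h, compound 1 h, agonist 30 min / Measured by: high-content fluorescence imaging after fixation / Read-out: nuclear-to-cytoplasmic GR-EGFP distribution per well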
# T cell modulator = modulators of CD8 T cell-vesicle binding, primary screen, mouse 2C CD8+ T cells, flow cytometry; calls only at 7 µM; actives 0.068% (n = 330,000); 2C CD8+ T cell-vesicle binding; stronger effect = lower value;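 active = response, share of CD8 T cells binding vesicles, and their 90th percentile fluorescence all below set limits, cut at about 80% in these data, passing the limit was not always enough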
#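 incubation = binding step 1.5 h, 37 °C, antibody labelling 20 min, ice | test system = 2C mouse CD8+ T cells | read-out basis = percent CD8+ FL2 mean versus row control | controls = Peptide-free naked vesicles (low) and QL9 vesicles with 0.7% DMSO vehicle (high) | detection = flow cytometry of vesicle-bound cells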
# TNAP activators = human TNAP enzyme activators, primary screen, biochemical, luminescent, no phosphate acceptor, uHTS (AID 1001) | Alkaline phosphatase, tissue-nonspecific isozyme (Homo sapiens) | purified TNAP, luminescent activation assay, no phosphate acceptor; higher activation fold means a stronger effect | activation fold at 20 µM; hits with a dose series show EC50 in µM | actives 0.03% (n = 200,000); in the data active = activation fold from about 3, or a potency from the dose series; inactive = the rest, 99 in 100 with activation fold below about 1.6; note: many of its hits are not listed in these tables
# Hep lipid drop = inhibitors of hepatocyte lipid droplet formation, primary screen, imaging, high-throughput imaging, BODIPY stain. actives 0.4% (n = 240,000). inhibition, % at 6.5 µM. AID 1656, 2009. AML12 mouse hepatocytes, oleate lipid droplets;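 active = lipid droplet intensity inhibited by at least 50%, with more than 500 cells counted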
#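 Technique: fluorescence imaging, 20x objective, two fields per well / Assay system: AML12 hepatocytes (mouse) / Measure: % inhibition of lipid droplet signal / Doses: 6.5 µM single-point dosing / Incubation: overnight exposure / Reagent: 100 µM oleic acid challenge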
# human PMI inhibition = inhibitors of human PMI, primary screen, biochemical, fluorescence intensity, coupled assay (AID 1209); inhibition, % at 20 µM; hits with a dose series show IC50 in µM; actives 0.42% (n = 190,000); purified PMI enzyme, coupled fluorescence intensity; higher % means a stronger effect; in the data active = inhibition above about 50%;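 note: plate controls were DMSO vehicle for no effect and wells lacking substrate for full effect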
# Ins promoter up = insulin promoter activators in MIN6 cells, imaging, high-content screening, mouse beta cells; actives 0.3% (n = 190,000); MIN6 insulin promoter-GFP reporter; stronger effect = higher value; z-score at 5 µM;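 active = z-score above 3 at 5 µM with at least 500 cells counted in the well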
# Dynein transport cytoplasmic EGFP = recorded beside Dynein transport, whose call it bears; z-score; measured here: cytoplasmic GR-EGFP intensity; stronger effect = higher value
# Dynein transport nuclear GR-EGFP = further read-out of Dynein transport, marked with its call; z-score; measured here: nuclear GR-EGFP intensity;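 lower value marks the stronger effect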
# Dynein transport cell count = recorded beside Dynein transport, whose call it bears; z-score; measured here: cell count per field
# Ins promoter up cell count = also measured in Ins promoter up; calls as there; cell count; measured here: cytotoxicity, nuclei count;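 total cells summed across four imaged fields per well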
# Hep lipid drop cells 6.5 µM = also measured in Hep lipid drop; calls as there; cell count; measured here: cell count, cytotoxicity flag;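 cells counted across two imaged fields per well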
# b-catenin transl cell count 5 µM = also measured in b-catenin transl; calls as there; cell count; measured here: cell count, cytotoxicity flag
# T cell modulator vesicle-bound % = second read-out of T cell modulator, no call of its own (marks repeat the call); double positive events, %; measured here: CD8+ vesicle-bound cell fraction;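 binding gate set so that unloaded-vesicle control wells show 10% double positive cells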
# MT stabilize HCS Hoechst-high % = further read-out of MT stabilize HCS, marked with its call; % Hoechst-high responders; measured here: nuclear condensation Hoechst responders;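 share of cells brighter than vehicle mean plus two SD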
# MT stabilize HCS cytotoxicity % = further read-out of MT stabilize HCS, marked with its call; toxicity, %; measured here: cytotoxicity by cell density;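 0% = mean cell density of plate MIN control wells and 100% = no cells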
# Myeloid diff 2 GFP+ MAC1+ % = second read-out of Myeloid diff 2, no call of its own (marks repeat the call); GFP+ MAC1+ double positive, %; measured here: differentiation confirmed by MAC1 staining
# * marks the source's active call; other numbers are inactive results; i = inactive; . = not tested or not shown. Hits appear at their usual frequency; 3% or so of the library scored in one or more.
SMILES,Myeloid diff 2,Myeloid diff 2 GFP+ MAC1+ %,MT stabilize HCS,MT stabilize HCS Hoechst-high %,MT stabilize HCS cytotoxicity %,b-catenin transl,b-catenin transl cell count 5 µM,Dynein transport,Dynein transport cytoplasmic EGFP,Dynein transport nuclear GR-EGFP,Dynein transport cell count,T cell modulator,T cell modulator vesicle-bound %,TNAP activators,Hep lipid drop,Hep lipid drop cells 6.5 µM,human PMI inhibition,Ins promoter up,Ins promoter up cell count
Cc1ccc2c(c1)CCCN2C(=O)c1c(C)noc1C,i,1.0,2.1,1.5,3.2,-0.8,1131,-0.72,-0.25,-0.75,-0.37,i,34,1.1,1,684,12%,-0.52,1841
Cc1ccc2nc(-c3ccc(SCC(=O)Nc4nnc(C)s4)nc3)[nH]c2c1,i,0.3,2.6,2.0,11,.,.,0.031,-0.21,-0.084,0.33,i,48,1.1,14,603,3%,0.26,1306
CC1(C)CC(Cc2nc(=S)[nH][nH]2)C(=O)O1 (stereo not drawn),i,0.3,2.0,1.8,8.0,-2.3,1060,-0.45,0.067,-0.084,0.27,i,56,1.2,-17,649,23%,-0.97,1621
O=C(O)C1C2C=CC(C2)C1C(=O)Nc1ccc(C(=O)N2CCCCC2)cc1 (stereo not drawn),i,5.8,3.6,1.7,6.3,0.1,1067,-0.33,-0.26,-0.38,0.94,i,11,1.1,-5,682,16%,0.67,1846
c1ccc2c(c1)oc1c(NCCN3CCOCC3)ncnc12,i,4.9,1.7,1.8,11,-0.7,1326,-0.81,-0.21,-0.33,0.76,i,41,1,.,.,-6%,-0.11,1593
Cc1ccc2cc(CN(CCCN(C)C)C(=O)NCc3ccccc3)c(=O)[nH]c2c1C,i,0.3,5.8,3.7,1.8,1.4,1149,-0.14,-0.3,-0.043,0.26,i,49,1.1,.,.,-6%,-1.3,979
CC(=O)c1ccc(NC(=O)N2CCc3ccccc3C2)cc1,i,0.4,2.0,3.0,6.9,-0.2,1131,0.15,-0.34,0.39,0.13,i,30,1.1,-20,655,-7%,-0.49,1317
O=c1cc(CN2CCN(S(=O)(=O)c3ccc4c(c3)OCCO4)CC2)c2ccc(O)cc2o1,i,1.0,2.7,1.4,6.2,-3.1,1192,0.53,-0.078,0.71,-1.4,i,50,1.1,-4,756,4%,0.55,882
Cc1ccccc1C(=O)NC(NCc1ccco1)C(Cl)(Cl)Cl (stereo not drawn),i,0.9,2.0,1.7,12,-0.3,1358,-0.44,-0.18,0.33,0.99,i,61,1.1,.,.,5%,0.46,1458
COc1ccc2oc(=O)c(NC(=O)C3CCCCC3)cc2c1,i,2.2,3.8,3.5,6.7,-1.4,1385,0.18,-0.31,0.16,-0.63,i,29,1.1,.,.,-3%,-0.01,1639
Cc1ccc(S(=O)(=O)N2CCOC2CNC(=O)C(=O)NCc2ccncc2)cc1 (stereo not drawn),i,1.3,.,.,.,0.6,1338,-0.68,-0.29,0.28,-0.1,i,11,.,2,688,.,-0.66,1062
COc1cc(C2NC(=O)NC(c3ccccc3)=C2C(C)=O)cc([N+](=O)[O-])c1O (stereo not drawn),i,0.3,4.3,1.7,11,1.6,875,-0.3,0.99,0.13,0.53,i,6,0.9,-9,685,19%,.,.
CCOC(=O)N1CCN(CC(O)COc2ccc(OC)cc2C(C)(C)C)CC1 (stereo not drawn),i,0.6,4.7,2.5,2.8,1.8,965,0.18,-0.21,0.15,-0.4,i,28,1.1,-3,685,-7%,-0.23,1286
C=CCNC(=O)CSc1nc2sc(C)c(C)c2c(=O)[nH]1,i,2.1,2.7,1.3,8.0,-0.9,1205,-0.41,-0.26,0.0045,0.19,i,51,1.1,-7,630,4%,.,.
Cc1ccc2c(c1)c(N=O)c(O)n2Cc1ccc(Cl)cc1,i,0.7,1.5,1.9,6.6,0.9,1487,-0.65,-0.25,-0.19,0.58,i,52,1,-31,502,11%,-0.55,1422
CSc1ccccc1C(=O)C1CCCN(C(=O)CCN2CCCO2)C1 (stereo not drawn),i,0.2,3.2,2.1,4.2,1.8,936,1.8,-0.3,1,-0.49,i,32,1,8,744,16%,0.16,1469
COc1ccc2[nH]cc(/C=C(/C#N)S(=O)(=O)c3ccccc3)c2c1,i,0.5,2.4,2.0,6.6,.,.,-0.06,-0.27,0.013,-0.12,i,40,1.1,2,806,5%,0.13,1013
Cc1ccc(C)c(-n2c3nc(=O)n(C)c(=O)c-3cc3ccccc32)c1,i,0.3,.,.,.,0.0,1342,-0.42,-0.26,0.13,1.1,i,58,.,0,721,.,0.19,1156
Cc1ccc(Cl)cc1NC(=O)C1CCCN(S(=O)(=O)c2c(C)noc2C)C1 (stereo not drawn),i,1.9,1.9,2.4,11,0.2,1460,-0.58,-0.14,-0.2,0.81,i,24,1,.,.,5%,0.4,1441
CC(=O)Nc1ccc(S(=O)(=O)Nc2c(C)nn(-c3ccccc3)c2C)cc1,i,1.8,3.5,2.7,0.1,-3.7,1423,0.6,-0.25,-0.68,0.41,i,20,1.1,.,.,9%,-0.28,1527
Cc1c(C(=O)Nn2cnnc2)oc2ccccc12,i,0.7,3.3,1.4,3.4,.,.,0.26,-0.12,0.53,-1.4,i,40,1.1,15,755,11%,1.2,1222
Cc1ccc(-c2nn(CC(=O)NN3CCOCC3)c(=O)c3ccccc23)cc1,i,0.6,.,.,.,-4.0,1171,0.85,-0.18,0.41,0.075,i,38,.,4,751,.,0.18,1347
CC(=O)Cc1nsc(Nc2ccccc2)n1,i,0.9,0.4,0.9,8.1,.,.,-0.92,-0.3,-0.45,0.37,i,28,1,-6,797,-1%,0.09,900
COc1ccc(NC(=O)CNC(=O)c2ccc([N+](=O)[O-])cc2)cc1,i,0.1,2.9,1.4,3.0,-1.8,977,-0.54,0.11,-0.067,0.91,i,41,1,3,613,-10%,-0.23,1622
COc1ccc(CCNC(=O)COc2ccc(N(C)S(=O)(=O)c3ccc(C)cc3)cc2)cc1,i,0.7,4.8,2.3,7.6,-1.2,1076,-0.032,-0.21,0.27,-0.012,i,19,1.1,-15,709,-3%,.,.
CCOc1ccccc1-c1nc(C(N)=O)c2[nH]c(=O)n(-c3ccccc3)c2n1,i,1.1,4.8,1.6,2.0,-2.0,976,4,0.13,3.5,-3,i,53,1.2,.,.,-1%,-0.16,1589
CC1CCC(N(C(=O)c2csnn2)C(C(=O)NC(C)(C)C)c2cccnc2)CC1 (stereo not drawn),i,0.3,1.4,1.8,5.4,-0.3,1159,-1.2,-0.26,-0.56,1.3,i,40,1.1,8,787,10%,0.9,1264
Cc1c(-c2nc(-c3ccncc3)no2)cccc1[N+](=O)[O-],i,0.4,.,.,.,5.3,961,-0.58,-0.23,-0.34,2,i,39,.,-22,749,.,-0.04,1058
CCOc1ccc(CN(C)C(=O)CCl)cc1,i,0.5,6.1,1.2,3.0,1.6,861,-5.6*,1.9*,-2.5*,-0.63*,i,43,1,9,653,-8%,0.26,978
Cc1cnc(C(=O)N2CCc3c([nH]c4ccccc34)C2c2ccc(F)cc2)cn1 (stereo not drawn),i,0.2,2.8,2.0,4.2,-1.8,997,-0.69,-0.26,-0.21,0.3,i,68,1.1,-4,732,11%,0.15,1448
O=C(CC1C(=O)NCCN1Cc1ccc(Cl)c(F)c1)NCCc1cccnc1 (stereo not drawn),i,0.5,.,.,.,-0.7,1343,-0.48,-0.24,-0.12,0.36,i,51,.,10,654,.,1.9,1177
COCCNC(=O)C(OC(=O)c1ccco1)c1ccccc1OC (stereo not drawn),i,1.2,6.4,3.3,16,-2.1,1357,0.71,-0.31,0.68,-0.025,i,35,1,.,.,4%,0.27,1428
CCc1nnc(NC(=O)c2ccc(S(=O)(=O)N3CCCCCC3)cc2)s1,i,0.3,3.7,1.2,6.2,-0.4,1345,1.5,-0.16,0.8,-0.78,i,26,1.1,.,.,-10%,-0.4,1658
COc1ccc(CNc2nc(NCc3ccc(OC)cc3)n(C(C)=O)n2)cc1,i,7.0,1.1,0.8,7.7,.,.,0.99,0.11,0.56,0.026,i,32,1.2,6,786,12%,.,.
